SENP6 inh – blocks the human protease SENP6. Q9GZR1. Recombinant SENP6 catalytic domain, aminoluciferin luminescence. inhibition, % at 10 µM. hit rate 1.8% among 330,000. AID 2599;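 active = inhibition above about 50% at the single tested dose, limit read from the data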;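 note: plate controls were DMSO wells with enzyme for no effect and DMSO wells lacking enzyme for full effect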
Target sequence (Q9GZR1 628-1112 limits assumed): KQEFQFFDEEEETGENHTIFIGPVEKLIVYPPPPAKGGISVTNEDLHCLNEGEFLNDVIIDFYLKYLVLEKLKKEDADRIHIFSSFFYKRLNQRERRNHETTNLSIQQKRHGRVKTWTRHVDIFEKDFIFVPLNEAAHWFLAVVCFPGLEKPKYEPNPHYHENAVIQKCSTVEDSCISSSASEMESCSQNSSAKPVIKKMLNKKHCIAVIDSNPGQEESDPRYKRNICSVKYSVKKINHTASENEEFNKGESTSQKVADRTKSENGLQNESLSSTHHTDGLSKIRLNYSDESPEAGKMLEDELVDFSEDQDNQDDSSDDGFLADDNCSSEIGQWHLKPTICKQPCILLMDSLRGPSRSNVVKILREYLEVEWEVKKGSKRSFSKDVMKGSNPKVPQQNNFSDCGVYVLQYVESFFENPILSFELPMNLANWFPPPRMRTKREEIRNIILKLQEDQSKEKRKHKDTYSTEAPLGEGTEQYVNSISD
ATG4B inhibitor – inhibitors of human ATG4B cysteine protease; ATG4B cleavage of LC3-PLA2, NBD-HPC fluorescence, 1 h; Q9Y4P1; inhibition, % at 8.33 µM; hit rate 0.51% among 340,000; in the data active = inhibition above about 40%
HKDC1 inh – blocks human hexokinase HKDC1 activity; Q2TB90; recombinant HKDC1, G6PDH/diaphorase resazurin coupled fluorescence; inhibition, % at 20 µM; hit rate 0.16% among 340,000; AID 493160;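 active = inhibition above about 35% when tested at 20 µM, limit read from the data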;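 note: plate controls were DMSO wells with enzyme for no effect and DMSO wells lacking enzyme for full effect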
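System: Recombinant HKDC1 hexokinase | Amount: HKDC1 at 5 µg/mL | Reagent: Glucose with 1 mM ATP | Doses: Single 20 µM dose | Incubation: Reaction time 90 min, room temperature, protected from light | Signal: Coupled resazurin fluorescence, excitation 525 nm, emission 613 nm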
SENP7 inh – inhibitors of human SENP7 protease; Q9BQF6; recombinant SENP7, Z-RLRGG-aminoluciferin luminescence, 40 min; inhibition, % at 5 µM; hit rate 1.5% among 330,000;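 active = inhibition above about 50% at the single test dose, limit read from the data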;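 note: plate controls were DMSO with enzyme for no effect and no enzyme buffer wells for full effect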
Target sequence (Q9BQF6 706-1050 limits assumed): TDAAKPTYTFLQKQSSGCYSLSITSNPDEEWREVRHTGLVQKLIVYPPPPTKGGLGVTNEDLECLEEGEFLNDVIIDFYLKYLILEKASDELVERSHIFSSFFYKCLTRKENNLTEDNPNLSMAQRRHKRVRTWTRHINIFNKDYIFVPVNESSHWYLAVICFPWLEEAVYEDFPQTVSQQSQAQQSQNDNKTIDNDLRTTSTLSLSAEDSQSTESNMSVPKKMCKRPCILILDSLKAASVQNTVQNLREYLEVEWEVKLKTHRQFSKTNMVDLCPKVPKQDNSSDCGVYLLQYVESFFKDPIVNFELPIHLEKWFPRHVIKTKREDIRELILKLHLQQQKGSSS
SENP8 block – blocks human SENP8 cleavage of Nedd8 substrate. Q96LD8. recombinant SENP8, Nedd8 substrate fluorescence. inhibition, % at 20 µM. hit rate 0.64% among 360,000. AID 602440; in the data active = inhibition mostly above about 40%, no sharp cut-off; inactive = mostly below about 27%
Target sequence (Q96LD8 whole entry, looked up): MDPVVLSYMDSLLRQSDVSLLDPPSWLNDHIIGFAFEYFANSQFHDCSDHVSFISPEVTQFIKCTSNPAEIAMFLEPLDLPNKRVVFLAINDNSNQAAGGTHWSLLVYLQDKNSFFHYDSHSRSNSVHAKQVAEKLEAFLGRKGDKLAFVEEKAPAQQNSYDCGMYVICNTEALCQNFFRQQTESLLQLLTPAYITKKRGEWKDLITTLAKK
GRIN3A LBD mod – modulates the human NR3A ligand-binding domain; hit rate 2.5% among 340,000; Tm shift relative to glycine control, % at 25 µM; NR3A LBD differential scanning fluorimetry, Tm shift; 0% = protein alone, 100% = glycine-bound protein; AID 1259313;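 active = melting temperature shift of at least 10% of the positive control shift, at one fixed dose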
MPTP inh – permeability transition pore inhibition. isolated mouse mitochondria, Ca2+ swelling absorbance, 30 min. inhibition, % at 10 µM. hit rate 1.4% among 360,000. AID 602449;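 active = inhibition of 50% or more, scaled per plate between neutral and stimulator controls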;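 note: 0% = DMSO wells given calcium and 100% = 1 mM EGTA wells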
PfG6PD inh – PfG6PD (Plasmodium falciparum) enzyme inhibition; PfGluPho enzyme, NADPH resazurin-diaphorase fluorescence; inhibition, % at 20 µM; hit rate 0.78% among 350,000;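 active = inhibition reaching at least a set limit at 20 µM in the primary screen, cut at about 59% in these data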;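 note: 0% = DMSO wells with substrate and 100% = DMSO wells lacking glucose-6-phosphate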
* hit, by the source's call; i = inactive; x = not tested or not shown.

SMILES	SENP6 inh	ATG4B inhibitor	HKDC1 inh	SENP7 inh	SENP8 block	GRIN3A LBD mod	MPTP inh	PfG6PD inh
COC(=O)Nc1ccc(S(=O)(=O)N2CCC(C)CC2)cc1	-7	-8	-3	0	13	13*	-1.7	3
COC(=O)C1=C(C(=O)OC)[C@@H]2Nc3ccccc3[C@@]23C[C@@H](C(=O)OC)N(C(=O)c2ccco2)C3=N1	6	0	4	-3	17	0	-0.4	-15
CCCn1c(COc2ccccc2)nc2ccccc21	-18	6	-1	-19	13	-1	0.4	-7
COc1cc(C(=O)COC(=O)c2ccc([N+](=O)[O-])o2)cc(OC)c1OC	8	-18	-1	10	32	-2	-0.6	7
CCNC(=O)NCCc1c[nH]c2ccc(Cl)cc12	0	-1	-5	0	18	-1	-0.3	5
COc1ccccc1CNC(=O)C1Cc2cc(S(=O)(=O)N3CCCC3)ccc2N1C(C)=O (stereo not drawn)	20	0	3	0	-11	-1	-0.7	-15
Cc1ccc(-c2nnc(SCC(=O)N3CC(C)CC(C)C3)o2)cc1C (stereo not drawn)	-9	10	3	-2	-4	-4	-0.6	11
Cc1ccc(N2C(=O)C3C4CC(=O)C(c5ccccc54)C3C2=O)cc1 (stereo not drawn)	8	-10	-6	6	15	-2	-0.5	-9
O=[N+]([O-])c1ccccc1S(=O)(=O)NCc1cccnc1	-20	-13	-11	14	4	-2	0.7	-2
O=C(O)c1cc2cc(Cl)ccc2[nH]1	x	-5	-3	x	7	7	-1.1	-5
COc1ccc(S(=O)(=O)N2CCC(C(=O)NCCCc3ccccc3)CC2)cc1	11	-6	7	-4	22	0	0.8	-5
Cc1ccc(NC(=O)c2ccc(OC(=O)COc3cccc(Cl)c3)cc2)cc1	1	-3	0	5	2	5	0.5	7
CCc1nnc(NC(=O)CSc2nc(-c3ccccc3)c(-c3ccccc3)o2)s1	5	-5	-2	9	-115	4	3.0	-16
CCOC(=O)C1CCN(C(=O)COC(=O)c2oc3ccc(OC)cc3c2C)CC1	4	-5	3	7	-438	-2	0.2	-7
O=C(Cn1c(=O)cnc2ccccc21)NC1CCC(O)CC1 (stereo not drawn)	-8	4	-2	-2	6	-1	-1.6	-2

Quoted from above for reference:
SMILES	SENP6 inh	ATG4B inhibitor	HKDC1 inh	SENP7 inh	SENP8 block	GRIN3A LBD mod	MPTP inh	PfG6PD inh
Cc1ccc(-c2nnc(SCC(=O)N3CC(C)CC(C)C3)o2)cc1C (stereo not drawn)	-9	10	3	-2	-4	-4	-0.6	11
Cc1ccc(N2C(=O)C3C4CC(=O)C(c5ccccc54)C3C2=O)cc1 (stereo not drawn)	8	-10	-6	6	15	-2	-0.5	-9
O=[N+]([O-])c1ccccc1S(=O)(=O)NCc1cccnc1	-20	-13	-11	14	4	-2	0.7	-2
O=C(O)c1cc2cc(Cl)ccc2[nH]1	x	-5	-3	x	7	7	-1.1	-5
COc1ccc(S(=O)(=O)N2CCC(C(=O)NCCCc3ccccc3)CC2)cc1	11	-6	7	-4	22	0	0.8	-5
Cc1ccc(NC(=O)c2ccc(OC(=O)COc3cccc(Cl)c3)cc2)cc1	1	-3	0	5	2	5	0.5	7

Continued:
SMILES	SENP6 inh	ATG4B inhibitor	HKDC1 inh	SENP7 inh	SENP8 block	GRIN3A LBD mod	MPTP inh	PfG6PD inh
CSCCC(NS(=O)(=O)c1ccc2c(c1)c(=O)n(C)c(=O)n2C)C(=O)NC1CCN(Cc2ccccc2)CC1 (stereo not drawn)	-1	0	-11	9	20	-3	1.4	-11
Cn1ncc(Cl)c1C(=O)N1CCc2ccccc21	-1	14	-10	2	0	-2	-0.4	2
CCOc1cc(/C=C2/C(=O)NN(c3cccc(Cl)c3)C2=O)ccc1O	2	4	9	1	19	-1	1.9	1
O=[N+]([O-])c1ccc(/C=N/Nc2nc(NCc3ccccc3)nc(N3CCOCC3)n2)cc1	-21	-9	-7	-7	5	1	0.3	9
O=C(c1ccc(Sc2cccc(Cl)c2)c([N+](=O)[O-])c1)N1CCN(c2ccccn2)CC1	0	-6	-2	-8	10	2	-1.0	14
CCn1c(SCC(=O)Nc2nc(-c3ccc(C)cc3)cs2)nnc1-c1ccccc1	4	0	1	6	16	2	10	18
N#Cc1ccc(N2Cc3ccccc3C2=NC(=O)c2cccnc2Cl)cc1	27	-1	2	11	-18	-8	-0.1	-16
COc1ccc(NC(=O)CCCNC(=O)c2ccc(Cl)cc2)c(OC)c1	5	-1	-6	-2	6	0	-0.8	-5
COc1ccc(NC(=O)C(c2ccc(C)cc2)N(C)C(=O)CNC(C)=O)cc1 (stereo not drawn)	4	-18	6	0	4	1	-0.9	0
O=C(NCc1ccncc1)C(=O)N/N=C/c1ccc(OCc2ccccc2)cc1	-9	-2	-58	5	-9	1	3.3	-30
CCn1cc(C(=O)NCc2ccc3c(c2)OCO3)c(=O)c2cc(F)c(N3CCN(C(=O)c4ccco4)CC3)cc21	-7	-9	4	2	-448	-6	1.7	8
COC(=O)Cc1nc(Nc2ccccc2)sc1C	-11	-2	-6	8	8	2	0.9	19
O=C(NCCS(=O)(=O)N1CCC2(CC1)OCCO2)c1ccccc1	-8	3	-6	3	4	1	-0.7	7
CCOC(=O)C1CCN(C(=O)c2cn(C)c(=O)c3cc(OC)c(OC)cc23)CC1	7	-14	2	-17	-15	-2	0.0	-6
COC(=O)c1nc(N)sc1-c1ccc(OC)cc1	6	-8	-1	-1	i	1	1.5	5
COc1ccc(OC)c(C2=NOC(C(=O)Nc3c(C)n(C)n(-c4ccccc4)c3=O)C2)c1 (stereo not drawn)	4	-1	-5	-10	-81	-1	-1.4	4
Cc1nc2ccc(N)cc2c(=O)n1Cc1ccc(Cl)cc1	-18	-16	8	-7	i	-1	0.0	1
CCO[C@@H]1OC(C(=O)Nc2ccccc2)=C[C@H](c2csc3ccccc23)[C@H]1CCCO	0	-17	2	-7	17	-9	-0.3	23
O=C(Nc1ccc(Cl)cn1)C1CCCN1S(=O)(=O)c1ccc(Cl)cc1 (stereo not drawn)	-6	-2	-10	2	17	-10	0.9	20
Cc1ccc(S(=O)(=O)NN2C(=O)/C(=C/c3ccccn3)SC2=S)cc1	8	-2	-1	5	23	-7	1.3	0
O=C(Oc1coc(CSc2ncccn2)cc1=O)c1cccs1	-13	17	-1	-8	22	0	0.3	7
CS(=O)(=O)c1ccc2nc(NC(=O)c3ccc(N4CCCC4=O)cc3)sc2c1	-2	-2	0	-10	-371	0	-1.0	1
CCOC(=O)c1[nH]c2ccc(OC)cc2c1NC(=O)CCN1CCSCC1	2	-3	-9	0	-338	-2	0.1	-6
COc1ccc(CCNC(=O)C(C)c2ccc([N+](=O)[O-])cc2)cc1 (stereo not drawn)	-9	-3	-6	-1	17	0	-1.7	-13
O=C(Cn1nnc(-c2ccc(CN3CCOCC3)cc2)n1)N1CCCc2ccccc21	-7	-4	-7	6	6	-2	5.8	-5
CCC(=O)NCCc1nc2cc(NC(=O)c3cccs3)ccc2n1C	-2	-1	-4	10	16	1	-0.3	3
COc1ccc(/C(O)=C/Sc2nnc(Cc3ccccc3)o2)cc1	-21	2	-1	-10	18	1	0.4	-8
COc1ccc(NS(=O)(=O)c2ccc(C)c(C(=O)OC(C)C(=O)N3CCOCC3)c2)cc1 (stereo not drawn)	-15	-3	-4	-7	12	-1	-1.1	10
CCOC(=O)C1CCN(c2nc3ccccc3nc2C(C#N)C(=O)OC(C)COC)CC1 (stereo not drawn)	-4	11	8	1	1	-3	-1.2	-4
O=C(O)CSCC(=O)NCc1ccccc1Cl	-6	-2	1	-9	15	2	-1.7	-5
COc1ccc(C2c3[nH]c4ccccc4c3CCN2CCCn2cccn2)cc1C (stereo not drawn)	4	-3	-6	6	-210	-2	-1.1	8
Cc1cccc(CC(=O)NCC2CCCCC2)c1	10	4	5	0	5	-1	-0.5	-7
CC(C)c1nc(SCC(=O)NC(=O)NC(C)(C)C)n[nH]1	-26	-3	-3	-3	12	1	1.0	-6
O=C(NNC(=O)C1CC1)c1cccc([N+](=O)[O-])c1	0	-4	-9	-6	7	1	-1.4	15
Cn1c(=O)cc(OCCCC(=O)N2CCCCC2)c2ccccc21	0	-6	8	-10	9	1	-0.6	9
COc1cccc(-c2cc3nc4c(c(N5CCC6(CC5)OCCO6)n3n2)CCCC4)c1	-9	-15	0	-9	-270	-1	2.5	25
O=C(NCCCN1C(=O)c2ccccc2C1=O)OCc1ccccc1	x	2	-3	x	12	0	0.3	-17
CN(C)CCCN(C(=O)c1ccc(Cl)s1)c1nc2cc3c(cc2s1)OCO3	-18	-8	-1	10	-3	3	-1.0	16
Cc1cc(O)c(C(=O)c2ccccc2C(=O)O)cc1C	-6	5	5	-9	29	-1	2.7	-34
COC(=O)/C(=C\C=C\c1ccccc1)NC(=O)c1ccccc1	-5	5	-5	0	-29	-2	-0.8	6
Clc1cccc(CN2CCC3CC2c2cc(N4CCCCC4)ccc23)c1 (stereo not drawn)	x	11	-3	x	5	0	-0.6	-2
Cc1ccc(C(=O)NCCCNC(=O)c2ccco2)cc1C	0	6	-6	-7	4	-1	-0.4	-14
N#Cc1ccc(CSc2nnc(NC(=O)c3ccc(=O)[nH]c3)s2)cc1	0	-1	-1	4	-198	1	0.7	4
CC(C)c1ccc(NCCC(=O)c2ccc(Br)cc2)cc1	0	1	-8	-3	11	-3	3.1	-5
COCc1nc2c([nH]1)c(=O)n(C)c(=O)n2CC(C)C	-26	7	-2	9	8	2	-1.8	-12
CC1(C)C=Cc2cc(-c3coc4cc(O)cc(O)c4c3=O)cc(O)c2O1	-5	-7	-2	2	1	3	2.6	6
CCOC(=O)CNC(=O)Cn1cnc2sc(C)c(S(=O)(=O)N3CCOCC3)c2c1=O	-12	7	-2	6	-1	0	-1.2	1
Cc1ccc(C2=NN(C(=O)CCCC(=O)O)C(c3ccco3)C2)cc1 (stereo not drawn)	-8	1	-12	-9	6	-2	-2.8	-13
CCOC(=O)c1c(C)[nH]c(C)c1S(=O)(=O)N(C)CC(=O)Nc1cccc(F)c1	19	-3	-2	-2	5	7	-0.8	-2
Cc1cccc(N2C(=O)C3CC3C2=O)c1 (stereo not drawn)	8	-3	-15	2	12	-2	-0.8	3
COc1ccc(NC(=S)N2CCC(N(C)CCN3CCOCC3)CC2)cc1Cl	-10	-3	-9	-2	11	-1	0.7	28
Cc1ccc(N(C(=O)c2ccc(Br)o2)C2C=CS(=O)(=O)C2)cc1 (stereo not drawn)	-8	-11	-2	-13	4	0	-1.6	-2
Cn1c(N)c(C(C[N+](=O)[O-])c2c(F)cccc2Cl)c(=O)n(C)c1=O (stereo not drawn)	-3	-3	-5	1	18	1	1.9	3
Nc1ccc(NC(=O)c2cccs2)c(Cl)c1	-8	2	-10	-9	0	-1	0.8	-10
CCCCn1nc2cc(C(=O)NCC34CC5CC(CC(C5)C3)C4)ccc2c1OC	-2	-9	-1	0	i	-2	-0.4	13
CSc1sccc1/C=C(/C#N)C(=O)c1ccco1	3	-4	14	-3	-7	9	0.7	14
COc1ccccc1/C=N/Nc1cc(C)nc2ccc(C)cc12	2	1	6	3	-298	-1	1.1	0
COCCNC(=O)c1ccccc1-c1nc(-c2ccccc2OC)no1	-34	4	-11	-6	3	-17	-0.3	3
O=C(Nc1ccc(F)cc1)C1C2CCC3C(CCC21)C3(Cl)Cl (stereo not drawn)	-16	-1	-1	-12	17	-9	62*	-2
Cc1ccc(OCC(=O)Nc2cc(C(=O)O)cc(C(=O)O)c2)cc1C	-26	-1	-5	3	1	-2	-0.7	-17
Following part.
SMILES	SENP6 inh	ATG4B inhibitor	HKDC1 inh	SENP7 inh	SENP8 block	GRIN3A LBD mod	MPTP inh	PfG6PD inh
O=C(COc1ccccc1)Nc1ccc(N2CCN(C(=O)c3ccco3)CC2)cc1	-6	3	-6	3	21	0	-0.3	-6
C=CCn1c(Cc2ccccc2)nnc1SCc1nc2ccccc2c(=O)[nH]1	-6	8	2	10	-1	0	-1.0	12
Cc1noc(/C=C/Nc2ccc(F)cc2F)c1[N+](=O)[O-]	87*	1	-8	97*	7	-4	4.3	-1
COc1cc(/C=N/NC(=O)c2cc(-c3ccccc3Cl)nc3ccccc23)cc(OC)c1O	-26	-12	2	-7	30	4	2.7	28
Cc1ccnc(NC(=O)CCc2c[nH]c3ccccc23)c1	3	3	-3	0	4	-25	-0.2	-9

Assay outcomes deposited in PubChem BioAssay by Sanford-Burnham Center for Chemical Genomics.
